Assay outcomes from PubChem BioAssay.
Giardia FBPA inh: inhibitors of Giardia lamblia fructose-1,6-bisphosphate aldolase. purified Giardia FBPA. Potency, µM (highest dose often 59.6 µM), for the others: at the highest dose activity, negative = inhibition, hits mostly inhibitors. A8B2U2. 290,000 compounds, 0.71% hits. AID 2451; also: potency is read from the fitted curve at half-maximal effect; nearly all actives have a fitted effect of over 55% in size
Target sequence (A8B2U2 whole entry, looked up): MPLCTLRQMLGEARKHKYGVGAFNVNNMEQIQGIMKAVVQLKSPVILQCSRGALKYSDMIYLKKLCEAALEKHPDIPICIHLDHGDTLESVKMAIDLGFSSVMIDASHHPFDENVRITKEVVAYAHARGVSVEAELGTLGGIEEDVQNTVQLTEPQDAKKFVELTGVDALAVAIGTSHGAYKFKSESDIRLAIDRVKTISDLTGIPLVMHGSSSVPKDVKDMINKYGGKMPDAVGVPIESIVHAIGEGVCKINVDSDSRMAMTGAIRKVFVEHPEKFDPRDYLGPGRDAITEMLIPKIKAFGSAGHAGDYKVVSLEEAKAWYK
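Giardia FBPA (40 nM reagent) was preincubated 10 min at RT with compound (up to 57.5 uM final), then substrate plus GAPDH/TPI/NAD/arsenate coupling system with diaphorase/resazurin was added; resorufin fluorescence (525/598 nm) was read after 20 min.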
AmpC inh detg: inhibitors of E. coli AmpC beta-lactamase with detergent; AmpC hydrolysis of nitrocefin, absorbance 480 nm, 0.01% Triton; Potency, µM (series often up to 114 µM), for inactives: top-dose activity change, negative = inhibition, actives largely listed as inhibitors; 370,000 compounds, 0.041% hits;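 also: potency is read from the fitted curve at half-maximal effect; 0% = no-compound wells and -100% = no-enzyme wells; nearly all actives have a fitted effect of over 25% in size; some results filed as inactive show a strong effect at the top dose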
Target sequence (P00811 whole entry, looked up): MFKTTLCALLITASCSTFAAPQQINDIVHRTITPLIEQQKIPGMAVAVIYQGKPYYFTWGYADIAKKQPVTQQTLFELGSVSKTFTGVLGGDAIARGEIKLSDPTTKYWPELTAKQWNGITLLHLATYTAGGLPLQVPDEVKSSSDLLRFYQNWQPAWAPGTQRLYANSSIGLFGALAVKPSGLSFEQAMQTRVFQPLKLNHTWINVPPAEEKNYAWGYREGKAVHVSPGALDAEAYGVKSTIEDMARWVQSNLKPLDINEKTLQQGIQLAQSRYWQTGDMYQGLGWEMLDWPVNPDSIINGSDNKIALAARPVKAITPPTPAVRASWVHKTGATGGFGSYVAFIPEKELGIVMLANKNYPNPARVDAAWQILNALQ
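AmpC (5.3 nM in the dispensed reagent) in 20 mM phosphate pH 7.0 with 0.01% (detergent screen) or 0.0001% Triton X-100 was preincubated with compounds for 15 min at room temperature. Nitrocefin was then added from an 800 uM solution, and hydrolysis was followed at 480 nm.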
Sm TGR inh: S. mansoni TGR enzyme inhibition; 360,000 compounds, 3% hits; AID 485364; Potency, µM (series often up to 114 µM), without a hit: at the top dose activity change, negative = inhibition, actives largely listed as inhibitors; purified TGR, DTNB reduction, TNB absorbance 405 nm; Q962Y6; also: potency is read from the fitted curve at half-maximal effect; nearly all actives have a fitted effect of over 60% in size
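Kinetic colorimetric format: TGR-catalysed, NADPH-driven DTNB reduction monitored via TNB absorbance. Enzyme dispensed at 20 nM; compound exposure 15 min at room temperature before reaction start.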
AmpC no deterg: AmpC beta-lactamase inhibition without detergent; P00811; Potency, µM (top dose mostly 57.1 µM), for inactives: at the top dose activity change, negative = inhibition, usual class: inhibitors; 330,000 compounds, 0.52% hits; AmpC nitrocefin hydrolysis, absorbance 480 nm, 0.0001% Triton;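 also: potency is read from the fitted curve at half-maximal effect; plate controls were no compound for no effect and no enzyme for full effect; nearly all actives have a fitted effect of over 20% in size; some results filed as inactive show a strong effect at the top dose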
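20 mM phosphate pH 7.0 + 0.01% (detergent screen) or 0.0001% Triton X-100; 5.3 nM AmpC reagent; cpd preinc 15 min RT; nitrocefin (800 uM stock) to start; A480 q20 s × 4 min; Activity was normalised to no-enzyme and no-compound control wells.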
HCV inh: inhibitors of hepatitis C virus infection; Potency, µM (doses to about 41.8 µM), without a hit: top-dose activity change, negative = inhibition, hits mostly inhibitors; AID 651820; Huh7.5.1 HCVcc-Cre infection, luciferase reporter, 44 h; 340,000 compounds, 3.4% hits; also: potency is read from the fitted curve at half-maximal effect
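Cells (1,000/well) were plated 4 h before compound, then infected with HCVcc-Cre virus (~0.5 moi). After 44 h further culture, infection was read as luciferase luminescence following a 15 min substrate incubation at room temperature.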
HCMV antiviral: human cytomegalovirus inhibition; HFF cells, HCMV-luciferase reporter, 72 h; hits give low values; activity change, negative = inhibition, % at 57.5 µM; 410,000 compounds, 4.5% hits; in the data active = activity change below about -60%; inconclusive = no clear call, values can overlap the other calls; inactive = above about -39%
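Two-dose cell screen: HFF monolayers treated with compounds and infected with luciferase-expressing HCMV at 1 PFU/cell, 72 h at 37C, then lysed for luciferase measurement.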
* = called active by the depositor; ? = inconclusive; / = no result given; & = joins results of further samples; [ ] = another dose, or the depositor's remark. Unless noted, calls follow the shape of the dose curve; as a rule, active = well fitted curve in the direction sought with a large enough effect; inconclusive = small, poorly fitted or top-dose-only effect, or another doubt; inactive = no such curve, though single readings can be large; an effect the other way counts as inactive or inconclusive. Unless noted, % is scaled to controls: 0 for no effect and ±100 for the full control effect. No enrichment for hits, and some 9.9% of all compounds hit somewhere here.

SMILES | Giardia FBPA inh | AmpC inh detg | Sm TGR inh | AmpC no deterg | HCV inh | HCMV antiviral
Cc1csc(SCC(=O)NCc2cccs2)n1 | 3% | 3% | 1% | -4% | 13% | -39
CCOC(=O)C1CCCN(C2CC(=O)N(c3ccc(C(C)C)cc3)C2=O)C1 (stereo not drawn) | -6% | 5% | ? | 117%[activator] | 8% | -35
Cc1ccccc1Cn1c(=O)n(C)c(=O)c2sccc21 | 5% | 3% | 4% | -12% | 16% | 25
O=[N+]([O-])c1cccc(S(=O)(=O)NCCc2cccs2)c1 | -4% | -5% | -16% | -29% | -10% | -35
CN(C)C(=O)CSCc1c(Cl)cccc1Cl | -12% | -11% | -2% | -8% | -12% | -15
NC(=O)C1=C[C@@H](c2ccccc2)C[C@@H](OCc2ccc(CO)cc2)O1 | ? | 6% | 50µM* | -2% | 9% | -32
CCOC(=O)C1CCN(C(=O)CNC(=O)Cn2c(C)cc3ccccc3c2=O)CC1 | 7% | -3% | -9% | -14% | -1% | -2
Cc1nnc(SCC(=O)NC2CC2)s1 | / | 1% | 6% | -12% | 9% | 8
CCCCC(CC)Cn1c(N)c(C#N)c2nc3ccccc3nc21 (stereo not drawn) | -3% | ? | 8% | -22% | -2% | -20
CC(N1CCOC1=O)S(=O)(=O)c1ccccc1 (stereo not drawn) | ? | -1% | ? | -4% | 22% | -16
COc1ccc(N2CCN(C(=O)Nc3cccc(C(F)(F)F)c3)CC2)cc1 | 0% | 12%&0% | 14%&-22% | 24% | ? | -25&0
Cc1c(C)n(C)c2ccc(C(=O)N3CCN(c4ccccc4)CC3)cc12 | -7% | -3%&3% | -22%&0% | 42% | 9% | ?
CC1CCC2(CC1)NC(=O)N(NC(=O)c1cccc(N(C)C)c1)C2=O (stereo not drawn) | / | -5% | -6% | -16% | -5% | 40
Cc1ccc(S(=O)(=O)N2CCCC2c2cccnc2)cc1 (stereo not drawn) | -4% | 3% | 6% | -9% | 12% | 51
Cc1ccc(-n2c(=O)c3c(C)c(C(=O)N(C)C)sc3n(CC(=O)C(C)(C)C)c2=O)cc1C | / | 8% | 4% | / | / | 18
Cc1cc(NC(=O)CCCC(=O)N(CC(=O)NC2CCCCC2)c2ccccc2)no1 | 1% | 5% | ? | 23% | 3% | 10
CC(C)N1C(=O)c2ccccc2N(Cc2ccccc2)S1(=O)=O | 2% | -4% | -4% | -35% | -16% | -62*
COc1cccc(NS(=O)(=O)c2nc3nc(C)cc(C)n3n2)c1 | 2% | ? | -12% | -10% | 10% | 15
N#CCC(=O)Nc1ccc(C(=O)NNC(=O)c2ccccc2-n2cccc2)cc1 | / | -13% | -1% | -20% | -7% | 24
CCC(=O)c1ccc(N2CCN(C(=O)c3ccccc3Br)CC2)c(F)c1 | -1% | -8% | / | 78%[activator] | 8% | 74
O=C(Cn1cc(C(=O)C2CC2)c2ccccc21)Nc1ccc(F)cc1 | 10% | 5% | 9% | -22% | -14% | -4
CC(O/N=C/c1ccccc1OC(F)F)C(=O)Nc1cccc(S(=O)(=O)N2CCOCC2)c1 (stereo not drawn) | -1% | -1% | 6% | 43% | ? | -28
O=C(CC1(O)C(=O)N(CCc2ccccc2)c2ccccc21)c1ccco1 (stereo not drawn) | -1% | ? | 0% | -8% | 0% | -15
Cc1ccc(OCCCCN2CCC(C)CC2)c(Br)c1 | -24% | ? | -19% | 3% | ? | -67*
Cc1cc(C)c2oc(C(=O)Nc3ccc(S(=O)(=O)N4CCCCC4)cc3)cc(=O)c2c1 | / | -1% | 4% | / | / | 1

Whole records from above. Values in the order: Giardia FBPA inh, AmpC inh detg, Sm TGR inh, AmpC no deterg, HCV inh, HCMV antiviral
NC(=O)C1=C[C@@H](c2ccccc2)C[C@@H](OCc2ccc(CO)cc2)O1 is listed with ?, 6%, 50µM*, -2%, 9%, -32
Cc1c(C)n(C)c2ccc(C(=O)N3CCN(c4ccccc4)CC3)cc12 is listed with -7%, -3%&3%, -22%&0%, 42%, 9%, ?

Other results follow.
SMILES | Giardia FBPA inh | AmpC inh detg | Sm TGR inh | AmpC no deterg | HCV inh | HCMV antiviral
O=C(Cc1ccccc1)NN1C(=O)C2C3C=CC([C@@H]2C1=O)C31CC1 (stereo partly drawn) | 2% | -5% | -2% | -15% | -4% | -36
Cc1ccc(C(=O)NC(NC(=O)c2ccc(C)cc2)C(Cl)Cl)cc1 | 0% | -2% | 3% | -27% | ? | ?
COc1ccc(NC(=O)CN(C)S(=O)(=O)c2ccc(C(=O)N3CCOCC3)s2)cc1 | / | -6% | -2% | / | / | -5
CCOc1cccc(C(=O)NC(=S)Nc2ccc(Cl)cc2C(=O)O)c1 | 0% | -8% | 7% | -29% | 24% | -60*
COc1cc(NC(=O)C2=COCCO2)c(OC)cc1Cl | / | 17% | 3% | 12% | -7% | -33
CC(=O)Nc1cc(NC(C)=O)cc(C(=O)OCC(=O)N(c2ccccc2)C2CCS(=O)(=O)C2)c1 (stereo not drawn) | / | 7% | -13% | -1% | 10% | -27
CC(C)(C)n1nnnc1CN1CCSCC1 | -12% | 4% | -26% | -20% | 1% | -15
Cc1ccc2[nH]c(=O)c(CN(C(=O)c3cccc([N+](=O)[O-])c3)C(C)(C)C)cc2c1 | 1% | 1% | -3% | 3% | 5% | 5
Cc1ccc(C)c(OCC(=O)Nc2cc(C)on2)c1 | 1% | -4% | -6% | -34% | -16% | 12
Cc1ccc(S(=O)(=O)N(CC(=O)NCc2ccccc2)C(=O)N2CCN(C)CC2)cc1 | / | -19% | -7% | -11% | 8% | -13
O=C(CSCc1cccc(Cl)c1)Nc1ccccc1-c1ccccc1 | -1% | 2% | 7% | 1% | -15% | -63*
CCOc1cccc2c1OC1(C)CC2NC(=O)N1c1cccc(Cl)c1 (stereo not drawn) | -1% | -3% | 33% | 6% | 20% | -15
CC1(C)CC(=O)C2=C(C1)N(c1ccc(F)cc1)C(=O)C2(O)C(F)(F)F (stereo not drawn) | 15% | 11% | -5% | -5% | 13% | 7
O=c1c2ccccc2nc(N2CCCC2)n1-c1ccccc1 | 1% | ? | -18% | 2% | -18% | 38
COc1cc(C(=O)N/N=C/c2ccc(OC(=O)c3ccccc3)c(OC)c2)ccc1O | 1% | -15% | -12% | -9% | 7% | 6
COc1ccc(/C(C)=N/NC(=O)CNC(=O)c2ccco2)cc1 | -7% | -3% | 6% | -6% | -3% | -10
Cc1onc(-c2ccccc2)c1C(=O)N1CCOC12CCN(c1cccc(F)n1)CC2 | -2% | 4% | 13% | 29% | -4% | ?
Cn1ccc2cc(S(=O)(=O)N3CCN(C(=O)Nc4ccccc4F)CC3)ccc21 | / | 2% | 3% | / | / | 6
O=C(CNC(=O)c1cccc(S(=O)(=O)N2CCc3ccccc32)c1)Nc1ccc(F)c(F)c1F | / | ? | -1% | -33% | ? | -39
O=Cc1c(Cl)nc2ccccn12 | 3% | -5% | 4% | -7% | 9% | -35
O=C(CCNS(=O)(=O)c1ccccc1)OCc1nnc(-c2ccccc2)o1 | / | -4% | -4% | -18% | 25% | 3
Cc1cc(C)c(S(=O)(=O)N2CCCOC2CNC(=O)C(=O)NCCc2c[nH]c3ccccc23)c(C)c1 (stereo not drawn) | -6% | 0% | 10% | 5% | ? | -82*
COc1ccc(COC(=O)c2cccc(S(=O)(=O)N3CCN(C(C)=O)CC3)c2)cc1F | / | -11% | -2% | 236%[activator] | -23% | -3
O=C(CCn1cncn1)N1CCCC(N2CCN(c3ccc(F)cc3)CC2)C1 (stereo not drawn) | / | 0% | 3% | 66% | 21% | -16
CCC(C)NC(=O)CCSc1ccc(C)cc1 (stereo not drawn) | -1% | -16% | -14% | -11% | 11% | -14
(continued)
SMILES | Giardia FBPA inh | AmpC inh detg | Sm TGR inh | AmpC no deterg | HCV inh | HCMV antiviral
CN1/C(=C\C(=O)c2cccnc2Cl)C(C)(C)c2ccccc21 | -2% | -5% | -3% | -8% | 1% | -38
CC(C)c1cccc(C(C)C)c1NC(=O)COC(=O)C1=COCCO1 | 3% | 2% | 9% | -14% | -2% | -37
CN(C)S(=O)(=O)N1CCC(Oc2ccc(C(=O)N3C[C@H]4CC[C@H]3C4)cc2)CC1 | / | 10% | 8% | 176%[activator] | ? | ?
C=CCN(c1ccccc1)S(=O)(=O)c1cccc(C(=O)NCC(c2ccc(OC)cc2)N2CCCCC2)c1 (stereo not drawn) | / | 3% | 0% | 147%[activator] | 6.3µM* | -14
CC(C)c1ccc(NC(=O)CSc2n[nH]c(=O)n2-c2ccc3c(c2)OCCO3)cc1 | -8% | -11% | 6% | 53% | -13% | 1
COCCCNC(=O)CC(=O)N/N=C\c1ccc(SC)cc1 | ? | -4% | -9% | 18% | -2% | -30
COc1ccc(C2SCCN2S(=O)(=O)c2ccc(NC(C)=O)cc2)cc1OC (stereo not drawn) | -1% | -12% | 0% | 0% | -10% | -11
COc1ccccc1NS(=O)(=O)c1cccc(NS(=O)(=O)c2cc(C(=O)O)ccc2OC)c1 | / | / | / | -12% | 6% | -102*
CC(C)(C)NC(=O)CSc1nnc(-c2ccccn2)n1-c1ccccc1 | 2% | ? | 5% | 3% | 6% | -24
COc1ccc(Br)cc1/C=C(\C(=O)O)c1ccc(S(=O)(=O)N2CCCC2)s1 | / | / | / | -18% | 17% | 8
COCCNC(=O)NC(=O)CN1CCCc2ccccc21 | -1% | 4% | -32% | -12% | 29% | 69
COc1ccc(C2C(=O)N(CCc3ccccc3)CC(=O)N2C2CCCC2)cc1 (stereo not drawn) | / | 0% | -12% | 66%[activator] | / | 0
C[N+]1(C)CCC(=C2c3ccccc3CC(=O)c3sccc32)CC1 | / | 10% | 28µM* | 26% | -17% | -10
O=C(NCC(c1ccco1)N1CCN(c2ccccc2F)CC1)C(=O)NC1CCCCC1 (stereo not drawn) | / | ? | 0% | -19% | 2% | -8
Cc1c(NC(=O)c2cc3c(s2)-c2ccccc2OC3)cccc1[N+](=O)[O-] | -6% | 1% | 8% | -33% | ? | ?
COc1ccc(N2C(=O)CC(Cc3ccccc3)C2=O)cc1 (stereo not drawn) | -1% | ? | 5% | -22% | 7% | 6
Cc1cc(=O)oc2cc(OCC(=O)NCc3ccccn3)ccc12 | / | -1% | 13% | -14% | 21% | -31

Some of the entries so far, with each value named:
CN1/C(=C\C(=O)c2cccnc2Cl)C(C)(C)c2ccccc21
  Giardia FBPA inh: -2%
  AmpC inh detg: -5%
  Sm TGR inh: -3%
  AmpC no deterg: -8%
  HCV inh: 1%
  HCMV antiviral: -38

CC(C)c1cccc(C(C)C)c1NC(=O)COC(=O)C1=COCCO1
  Giardia FBPA inh: 3%
  AmpC inh detg: 2%
  Sm TGR inh: 9%
  AmpC no deterg: -14%
  HCV inh: -2%
  HCMV antiviral: -37

CN(C)S(=O)(=O)N1CCC(Oc2ccc(C(=O)N3C[C@H]4CC[C@H]3C4)cc2)CC1
  Giardia FBPA inh: /
  AmpC inh detg: 10%
  Sm TGR inh: 8%
  AmpC no deterg: 176%[activator]
  HCV inh: ?
  HCMV antiviral: ?

C=CCN(c1ccccc1)S(=O)(=O)c1cccc(C(=O)NCC(c2ccc(OC)cc2)N2CCCCC2)c1 (stereo not drawn)
  Giardia FBPA inh: /
  AmpC inh detg: 3%
  Sm TGR inh: 0%
  AmpC no deterg: 147%[activator]
  HCV inh: 6.3µM*
  HCMV antiviral: -14
